Screens deposited in PubChem by several laboratories.
Cdc25B block: human M-phase inducer phosphatase 2 inhibition. P30305. recombinant Cdc25B, OMFP fluorescence Ex485/Em525. inhibition, %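 (compounds tested at 10 µM final in the well)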. actives 0.1% (n = 65,000); in the data active means inhibition above about 50%
MKP-1 inh: inhibitors of human MKP-1 phosphatase; P28562; recombinant MKP-1, OMFP hydrolysis fluorescence; inhibition, %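 (compounds tested at a single concentration somewhere between 10 and 100 µM)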; actives 0.15% (n = 65,000);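 active means inhibition above about 50%, limit read from the data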;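 further: 0% = DMSO max control wells and 100% = wells with enzyme stopped by NaOH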
Target sequence (P28562 whole entry, looked up): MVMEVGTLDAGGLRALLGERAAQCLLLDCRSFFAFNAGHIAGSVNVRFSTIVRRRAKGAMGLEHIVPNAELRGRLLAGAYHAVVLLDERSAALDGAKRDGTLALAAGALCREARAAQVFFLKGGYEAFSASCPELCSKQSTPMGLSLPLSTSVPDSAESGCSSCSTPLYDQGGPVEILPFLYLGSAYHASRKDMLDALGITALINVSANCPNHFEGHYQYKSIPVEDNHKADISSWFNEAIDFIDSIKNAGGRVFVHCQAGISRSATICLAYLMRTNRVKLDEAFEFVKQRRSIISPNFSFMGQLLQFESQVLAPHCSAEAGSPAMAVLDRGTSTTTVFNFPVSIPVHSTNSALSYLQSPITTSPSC
AP complement: alternative pathway complement inhibition, orthogonal assay. actives 0.08% (n = 62,000). AID 1235. Human serum alternative complement pathway, LPS-coated ELISA, C3 deposition; tested in compound mixtures. inhibition, % at 5 µM;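 active means inhibition above 30% in each of the two pooled mixtures holding the compound, so the lower value exceeds 30%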;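 further: 0% = serum in Mg-EGTA without compound and 100% = EDTA serum blank; some compounds past the cut are filed as inactive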
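Assay system: Human serum alternative complement pathway, C3 deposition on LPS-coated wells | Incubation: 1 h serum-compound exposure at 37 °C | Doses: 5 µM per compound in ten-compound mixtures | Read-out: Percent inhibition | Technique: ELISA with HRP anti-human C3 antibody, TMB substrate, absorbance 450 nm | Replication: Two pool placements per compound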
A340 absorber: compounds absorbing at 340 nm; fold change at 10 µM; compound absorbance at 340 nm, fold over control; AID 708; 65,000 tested, under 10 active;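 active means at 10 µM dose, initial 340 nm absorbance at least 2 fold that of control wells; inactive means change under 2 fold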;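 further: initial absorbance extrapolated from kinetic A340 decline of NADH oxidation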
FXIa inh mix: factor XIa (human) inhibition, mixture screen; P03951; purified FXIa, fluorogenic substrate, pooled mixtures; inhibition, % at 5 µM; actives 0.19% (n = 62,000); AID 680;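 further: each value is inhibition by a whole ten-compound pool holding the compound; 0% = enzyme with no mixture and 100% = wells lacking enzyme; strong numbers were not always called active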
JNK3 blocker: inhibitors of human JNK3 kinase; actives 0.61% (n = 60,000); inhibition, % at 8 µM; purified JNK3 kinase activity, HTS; P53779; AID 746; in the data active means inhibition above about 17%;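 further: 0% = DMSO and 100% = reference inhibitor; many of its hits are not listed in these tables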
Hsp90 inh: displaces geldanamycin probe from tumor Hsp90 | P07900 | NCI-N417 lysate Hsp90, Cy3B-geldanamycin FP displacement | inhibition, % at 30 µM | actives 0.35% (n = 64,000) | AID 429;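 active means inhibition above 50%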;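 further: 0% = tracer plus lysate wells and 100% = tracer alone without lysate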
MMP-13 inhibitor: blocks human MMP13 activity; P45452; actives 0.07% (n = 65,000); MMP-13 fTHP FRET cleavage, Mca fluorescence; inhibition, % at 4 µM; AID 570;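 active means inhibition above the mean of compound-free control plate wells plus 3 SD, cut at about 14% in these data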;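 further: 0% = DMSO wells and 100% = wells with reference MMP-13 inhibitor after basal subtraction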
FXIIa mix inh: inhibitors of human coagulation factor XIIa, pooled mixtures; purified FXIIa, fluorogenic substrate; inhibition, % at 5 µM; actives 0.2% (n = 62,000); AID 684;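 further: 0% = enzyme without compound and 100% = no enzyme blank; some results filed as inactive read as strong as hits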
Target sequence (P00748 20-372 limits assumed): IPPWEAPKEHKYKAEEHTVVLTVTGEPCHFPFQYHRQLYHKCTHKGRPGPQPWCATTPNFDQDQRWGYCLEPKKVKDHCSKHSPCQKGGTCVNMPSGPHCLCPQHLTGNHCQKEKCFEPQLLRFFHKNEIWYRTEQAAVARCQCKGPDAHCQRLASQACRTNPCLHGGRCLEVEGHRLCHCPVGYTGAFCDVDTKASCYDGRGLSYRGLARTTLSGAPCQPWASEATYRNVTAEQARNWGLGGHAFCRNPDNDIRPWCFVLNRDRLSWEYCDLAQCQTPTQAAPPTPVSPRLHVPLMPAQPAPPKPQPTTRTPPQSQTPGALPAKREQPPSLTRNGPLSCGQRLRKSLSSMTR
Target sequence (P00748 373-615 limits assumed): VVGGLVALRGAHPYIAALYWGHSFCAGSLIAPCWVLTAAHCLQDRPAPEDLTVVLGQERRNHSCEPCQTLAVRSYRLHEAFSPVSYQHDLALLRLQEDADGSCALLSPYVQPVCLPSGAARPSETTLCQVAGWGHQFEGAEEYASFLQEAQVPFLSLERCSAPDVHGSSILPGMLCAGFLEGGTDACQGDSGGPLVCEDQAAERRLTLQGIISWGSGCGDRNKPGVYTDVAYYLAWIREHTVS
* marks the source's active call; other numbers are inactive results; / = not tested or not shown; [ ] = remark or other dose. Unless noted, no stated cut-off is given here; in the data, active means inhibition above about 20% (passing the limit was not always enough); inactive means the rest.

A first look, 18 compounds:
SMILES	Cdc25B block	MKP-1 inh	AP complement	A340 absorber	FXIa inh mix	JNK3 blocker	Hsp90 inh	MMP-13 inhibitor	FXIIa mix inh
COCCCN(C(C)=O)c1nc(-c2ccccc2)cs1	-11	-4	5	0.99	-26	7	0	0	0
CCN(CC)c1nc2n(c(=S)n1)CCS2	2	20	5	0.97	7	/	-1	5	0
CC1CCc2c(sc3ncnc(NCCN4CCOCC4)c23)C1 (stereo not given)	-6	4	1	1	2	0	-2	-4	-19
CSc1nc(O)c(Cc2ccccc2)c(=O)[nH]1	-24	-11	/	1	/	-3	-3	2	/
CCOC(=O)c1ccccc1NC1c2ccccc2C(=O)N1c1ccc(C)cn1 (stereo not given)	-16	-4	0	1	2	6	-1	-1	-12
COc1ccc(-c2csc3ncnc(NCCN4CCOCC4)c23)cc1	-13	8	-6	1	-5	6	-2	-2	4
COC(=O)c1c(NC(=O)Cc2cccs2)sc(C)c1C	-2	-2	11	1.1	4	18*	/	-1	5
CCOC(=O)CN1C(=O)COc2ccc(C(C)(C)C)cc21	-6	25	5	1	2	/	2	1	-3
CCCCC(=O)Nc1ccc(C(=O)NCC(=O)OC)cc1	-12	5	6	1	14	5	-4	-5	-21
Cc1cc(S(=O)(=O)N2CCC(NC(=O)C34CC5CC(CC(C5)C3)C4)CC2)ccc1-n1cnnn1	-12	3	15	0.99	-2	3	-6	5	12
CC(=O)Nc1ccc(NC(=O)CN(c2ccccc2Cl)S(C)(=O)=O)cc1	-5	6	16	1	7	4	6	4	-15
CC1=C(C(=O)OCC2CCCO2)C(c2ccc(O)cc2)NC(=O)N1 (stereo not given)	7	16	-7	1	5	3	-1	3	1
N#CC1=C(N)C(C#N)(C#N)[C@H](c2c(F)cccc2F)[C@H]2CC3(CC=C12)OCCO3	0	33	11	1	-1	7	-2	-11	8
CC1=C(C(=O)Nc2cccnc2)C(c2ccc(C(C)C)cc2)n2ncnc2N1 (stereo not given)	2	-7	5	0.99	-1	9	-1	2	-19
Cc1nc(N2CCN(c3ccccc3)CC2)nc2c1C(=O)CC(C)C2 (stereo not given)	-12	-15	-3	1	-12	1	-1	3	4
C=CCOC(=O)C1=C(C)Nc2ncnn2C1c1cc(Br)ccc1F (stereo not given)	-6	4	10	1	3	3	0	-4	-1
COC(=O)CN1C(=O)C(O)(CC(=O)c2ccccc2)c2ccccc21 (stereo not given)	0	10	15	1.1	-3	-4	-6	5	5
Nc1ccc(OCc2ccccc2)cc1	-27	-3	13	1	5	4	6	-6	-6

This part in full, from the start:
SMILES	Cdc25B block	MKP-1 inh	AP complement	A340 absorber	FXIa inh mix	JNK3 blocker	Hsp90 inh	MMP-13 inhibitor	FXIIa mix inh
COCCCN(C(C)=O)c1nc(-c2ccccc2)cs1	-11	-4	5	0.99	-26	7	0	0	0
CCN(CC)c1nc2n(c(=S)n1)CCS2	2	20	5	0.97	7	/	-1	5	0
CC1CCc2c(sc3ncnc(NCCN4CCOCC4)c23)C1 (stereo not given)	-6	4	1	1	2	0	-2	-4	-19
CSc1nc(O)c(Cc2ccccc2)c(=O)[nH]1	-24	-11	/	1	/	-3	-3	2	/
CCOC(=O)c1ccccc1NC1c2ccccc2C(=O)N1c1ccc(C)cn1 (stereo not given)	-16	-4	0	1	2	6	-1	-1	-12
COc1ccc(-c2csc3ncnc(NCCN4CCOCC4)c23)cc1	-13	8	-6	1	-5	6	-2	-2	4
COC(=O)c1c(NC(=O)Cc2cccs2)sc(C)c1C	-2	-2	11	1.1	4	18*	/	-1	5
CCOC(=O)CN1C(=O)COc2ccc(C(C)(C)C)cc21	-6	25	5	1	2	/	2	1	-3
CCCCC(=O)Nc1ccc(C(=O)NCC(=O)OC)cc1	-12	5	6	1	14	5	-4	-5	-21
Cc1cc(S(=O)(=O)N2CCC(NC(=O)C34CC5CC(CC(C5)C3)C4)CC2)ccc1-n1cnnn1	-12	3	15	0.99	-2	3	-6	5	12
CC(=O)Nc1ccc(NC(=O)CN(c2ccccc2Cl)S(C)(=O)=O)cc1	-5	6	16	1	7	4	6	4	-15
CC1=C(C(=O)OCC2CCCO2)C(c2ccc(O)cc2)NC(=O)N1 (stereo not given)	7	16	-7	1	5	3	-1	3	1
N#CC1=C(N)C(C#N)(C#N)[C@H](c2c(F)cccc2F)[C@H]2CC3(CC=C12)OCCO3	0	33	11	1	-1	7	-2	-11	8
CC1=C(C(=O)Nc2cccnc2)C(c2ccc(C(C)C)cc2)n2ncnc2N1 (stereo not given)	2	-7	5	0.99	-1	9	-1	2	-19
Cc1nc(N2CCN(c3ccccc3)CC2)nc2c1C(=O)CC(C)C2 (stereo not given)	-12	-15	-3	1	-12	1	-1	3	4
C=CCOC(=O)C1=C(C)Nc2ncnn2C1c1cc(Br)ccc1F (stereo not given)	-6	4	10	1	3	3	0	-4	-1
COC(=O)CN1C(=O)C(O)(CC(=O)c2ccccc2)c2ccccc21 (stereo not given)	0	10	15	1.1	-3	-4	-6	5	5
Nc1ccc(OCc2ccccc2)cc1	-27	-3	13	1	5	4	6	-6	-6
CCOC(=O)Cc1csc(NC(=O)CSc2ncnc3c2cnn3-c2ccccc2Cl)n1	-9	4	16	1	8	-5	3	-2	1
CCN(CC)CCOc1c(Br)ccc2c1sc1nc3n(c(=O)c12)CCC3	-17	8	7	1.1	8	1	0	-2	4
CCOC(=O)c1c(C)[nH]c(C(=O)COC(=O)CCC(=O)c2ccc3c(c2)OCCO3)c1C	2	-1	13	1	3	-6	-10	7	5
CC(=O)OC1c2ccccc2C(=O)N1c1ccccc1C (stereo not given)	0	-13	10	0.98	2	-6	1	8	7
Cc1nc2ccc(S(=O)(=O)N(C)CC(=O)NCc3ccc4c(c3)OCO4)cc2s1	1	19	16	0.99	-4	-4	0	-6	8
CCCCn1c(-c2ccccc2)nnc1-c1ccccc1	4	21	-1	1	6	-3	-3	0	1
C=CCNc1nc(C2(C)CC3(CC(C)(C)OC3=O)C(=O)O2)cs1 (stereo not given)	11	-18	/	1	/	-1	-2	0	/

(further entries)
SMILES	Cdc25B block	MKP-1 inh	AP complement	A340 absorber	FXIa inh mix	JNK3 blocker	Hsp90 inh	MMP-13 inhibitor	FXIIa mix inh
CCOC(=O)C1CCN(CCC(=O)Nc2cccc(Cl)c2)CC1	-4	-1	11	1	5	-5	-4	2	35*
O=C(NCCCN1CCOCC1)c1ccc(Br)s1	-2	21	4	1	10	-4	-13	9	-5
Cn1c(SCC(=O)NC2CCCCC2)nnc1-c1cc2cc(Cl)ccc2o1	-9	8	5	0.99	9	/	0	0	7
O=C(CN(CCc1ccccc1)C(=O)CNS(=O)(=O)c1ccc(F)cc1)NCC1CCCO1 (stereo not given)	1	-18	1	0.96	12	5	-2	-4	1
COc1cccc(-c2nn(C)c3sc(C(=O)NCc4ccc5c(c4)OCO5)cc23)c1	-4	10	5	1.1	8	-1	1	-10	3
CC(C)COC(=O)C(N)C(C(=O)OCC(C)C)c1ccccc1 (stereo not given)	-23	8	7	0.96	7	-3	-1	-1	-9
O=C(NCc1cccc(Cl)c1)c1ccco1	3	21	15	1.1	8	-2	-5	-2	6
Cc1ccc(C(=O)NCCNC(=O)CN2CCOCC2)cc1	-9	8	-9	1.1	1	5	-1	-23	5
Cc1cc(NC(=O)CN2C(=O)C3CC=CCC3C2=O)no1 (stereo not given)	-13	0	3	1	-2	-2	-6	-1	9
Cc1ccc(S(=O)(=O)c2nc(S(C)(=O)=O)sc2NCC2CCCO2)cc1 (stereo not given)	2	-2	14	1.1	0	9	-5	2	-3
O=C(NC1CC2CCCC(C1)N2C1CC1)NC12CC3CC(CC(C3)C1)C2 (stereo not given)	8	-10	-2	0.99	14	1	-1	-4	-4
Cc1cc(C)c2c(n1)nn1c(C3CC3)cc(C(F)(F)F)nc21	3	1	17	1	7	0	-3	-2	7
CCOC(=O)COn1c2c(c3c4no[n+]([O-])c4ccc31)CCCC2	-10	31	15	1	13	1	-6	1	-3
O=S1(=O)C=C(Sc2nc3cc(Cl)ccc3o2)c2ccccc21	-2	1	18	1	-11	1	-4	4	4
COc1ccc(N2C(=O)CCC(C(=O)N3CCOCC3)C2c2ccc(F)cc2)cc1 (stereo not given)	-15	6	8	1	24	/	/	-2	5
Fc1ccc2nc3[nH]c4ccccc4c3nc2c1	-8	1	6	1.1	2	37*	2	-5	-1
COc1ccccc1-c1nc(C#N)c(N2CCc3ccccc3C2)o1	-6	-3	5	1.1	2	8	-6	-261[fluorescence artefact?]	5
Cc1cccc(-n2c(Cc3cc(=O)[nH]c(=O)[nH]3)nnc2SCC(=O)N2CCCCC2)c1	-8	-1	1	1	21*	-2	1	6	11
CC1C[C@@]2(NC(=O)NC2=O)C(C)CN1C (stereo not given in full)	-23	-29	/	1	/	1	-2	0	/
CC(C)Sc1nc2c(c(=O)n1-c1ccc(F)cc1)SCC2	-10	3	-2	1	-4	/	-1	-2	-2
COc1ccc(NC(=O)CN(c2ccc(C)cc2)S(=O)(=O)c2c(C)nn(C)c2C)cc1OC	0	4	-1	1	-3	4	-2	0	5
COc1ccc(S(=O)(=O)N(CCCN2CCCC2=O)Cc2cc3c(C)cc(C)cc3[nH]c2=O)cc1	-14	27	-6	1.1	-6	-2	-3	-22	1
O=C(Cc1ccsc1-c1ccccc1)NO	1	-1	10	0.96	8	-5	-1	8	4
CC(C)(C)n1nnnc1C(c1cccc(C#N)c1)N1CCN2CCCC2C1 (stereo not given)	1	9	4	1	16	-10	-2	2	-20
CCCc1[nH]nc2c1C1(CCOC1C)C(C#N)=C(N)O2 (stereo not given)	-1	-14	5	1	8	-2	2	-5	8

(more compounds)
SMILES	Cdc25B block	MKP-1 inh	AP complement	A340 absorber	FXIa inh mix	JNK3 blocker	Hsp90 inh	MMP-13 inhibitor	FXIIa mix inh
Brc1ccc(C2Nc3cccc4cccc(c34)N2)o1	11	12	-11	1	6	-2	13	4	9
Cn1c(SCC(=O)Nc2ccccc2-c2ccccc2)nnc1-c1ccco1	0	-10	-6	1.1	8	5	-7	0	11
COc1ccc(CNC(=O)CCS(=O)(=O)c2cccc3nonc23)cc1	-9	14	11	1	-3	/	/	0	8
O=C1NC2C(NC(=O)N2C2CCCCC2)N1C1CCCCC1 (stereo not given)	-12	6	15	1	-1	-4	0	0	5
COC(=O)C1=C(C)NC2=C(C(=O)CC(c3cccs3)C2)C1c1ccsc1 (stereo not given)	-14	11	11	1.1	2	/	/	-20	13
CCOc1ccc(C2=Nn3c(nnc3-c3ccccc3)SC2)cc1Cl	-4	0	-3	1	0	-1	1	2	12
CC(C)CCNc1nc2c(c(=O)n(Cc3cccc(F)c3)c(=O)n2C)n1C	-2	37	7	1.1	12	7	1	10	-23
Cc1csc(SCCn2c(Br)nc3c2c(=O)[nH]c(=O)n3C)n1	0	-37	/	1	/	-3	-6	-5	/
CCN1CCN(C(=O)c2cc3c(s2)-c2ccccc2S(=O)(=O)C3)CC1	-7	5	-2	1.1	1	-3	-1	0	-11
Cc1nn(C(=O)CCCC(=O)n2nc(C)c(Cl)c2C)c(C)c1Cl	-8	-8	15	1.1	6	8	-4	-7	1
CCN1C(=S)SC(=O)C1=C1C=C(C)OC(C)=C1	-7	9	4	1.1	-5	/	/	6	10
COCCOC(=O)c1c(C)oc2ccc(OC(=O)c3c(OC)cccc3OC)cc12	-11	-11	11	1	7	10	-4	0	13
CCOC(=O)N1CCC(NC(=O)C2CCN(C(=O)N3CC(C)Oc4ccc(C)cc43)CC2)CC1 (stereo not given)	-11	19	5	1.1	-3	/	-1	-3	12
